BH1578 lux ind: induces V. cholerae light production without autoinducers. V. cholerae BH1578 lux reporter, luminescence, 6 h. activation, % at 18.7 µM. 0.16% of 350,000 active; in the data active = activation mostly above about 9.7%, no sharp cut-off; inconclusive = no clear call, values can overlap the other calls; inactive = mostly below about 3.7%; note: not every result past the cut was called active; inactives centre near 0; reference of the scale not given here
Yp Topo-I inh: Y. pestis Topo-I inhibition via cleavage products; Y. pestis Topo-I cleavage product accumulation, plate reader; activity, % at 10 µM; 0.064% of 360,000 active; AID 504884; in the data active = activity above about 50%, passing the limit was not always enough; inconclusive = no clear call, values can overlap the other calls; note: inactives centre near 2
PriA SSB inh: inhibitors of Klebsiella pneumoniae PriA binding to SSB C-terminal tail. AlphaScreen SSBct-PriA binding, biotinylated peptide. inhibition, % at 33 µM. 0.6% of 430,000 active. AID 1272365; in the data active = inhibition mostly above about 37%, no sharp cut-off; inactive = mostly below about 20%;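 note: plate controls were negative control peptide for no effect and reference peptide for full effect; strong numbers were not always called active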
Anthrax LF inh2: blocks Bacillus anthracis lethal factor protease. 0.12% of 360,000 active. P15917. inhibition, % at 10 µM. multiplex microsphere protease cleavage assay, LF; in the data active = inhibition above about 30%; inconclusive = no clear call, values can overlap the other calls; note: plate controls were buffer without enzyme for full effect and enzyme alone for no effect
Target sequence (P15917 whole entry, looked up): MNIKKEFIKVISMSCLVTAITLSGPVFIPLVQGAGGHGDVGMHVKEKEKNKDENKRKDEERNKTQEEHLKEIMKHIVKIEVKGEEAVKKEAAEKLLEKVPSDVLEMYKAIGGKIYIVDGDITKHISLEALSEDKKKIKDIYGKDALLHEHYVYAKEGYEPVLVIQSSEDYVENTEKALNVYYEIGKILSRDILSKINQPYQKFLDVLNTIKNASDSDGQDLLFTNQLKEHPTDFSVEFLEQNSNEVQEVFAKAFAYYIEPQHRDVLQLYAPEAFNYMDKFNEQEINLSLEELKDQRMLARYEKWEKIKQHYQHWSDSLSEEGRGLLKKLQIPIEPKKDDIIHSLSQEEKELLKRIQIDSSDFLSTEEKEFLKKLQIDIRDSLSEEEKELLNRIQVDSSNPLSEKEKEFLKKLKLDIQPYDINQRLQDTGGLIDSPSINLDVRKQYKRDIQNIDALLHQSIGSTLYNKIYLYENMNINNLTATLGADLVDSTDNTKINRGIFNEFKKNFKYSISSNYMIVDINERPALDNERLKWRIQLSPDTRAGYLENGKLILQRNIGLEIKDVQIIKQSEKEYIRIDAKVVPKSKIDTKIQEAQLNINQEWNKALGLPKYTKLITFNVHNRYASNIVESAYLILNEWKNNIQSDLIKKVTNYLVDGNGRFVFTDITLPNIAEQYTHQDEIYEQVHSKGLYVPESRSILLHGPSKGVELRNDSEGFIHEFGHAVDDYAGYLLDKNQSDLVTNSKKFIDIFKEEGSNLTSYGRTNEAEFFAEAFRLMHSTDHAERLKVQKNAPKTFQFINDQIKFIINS
MazEF act: activators of E. coli MazEF toxin-antitoxin RNase. P0AE70. AID 504720. 0.32% of 350,000 active. activation, % at 20 µM. FAM/BHQ RNA-DNA oligo cleavage fluorescence, 5 h; in the data active = activation above about 50%
3CLpro inhibitor: SARS-CoV 3CLpro protease inhibition; P0C6X7; recombinant SARS-CoV 3CLpro, quenched FRET peptide cleavage; inhibition, % at 6 µM; 0.14% of 290,000 active; AID 1706; in the data active = inhibition above about 12%
TcdB inh: blocks C. difficile toxin B glycohydrolase activity. P18177. TcdB glycohydrolase enzymatic assay, plate reader. inhibition, % at 9.99 µM. 0.24% of 350,000 active. AID 652162; in the data active = inhibition above about 10%
PfHsp40 rescue: compounds rescuing yeast from Plasmodium falciparum HSP40 toxicity. S. cerevisiae expressing PfHsp40, growth rescue, ATP luminescence. growth rescue, % at 12.5 µM. 0.68% of 340,000 active; in the data active = growth rescue above about 28%, passing the limit was not always enough; inconclusive = no clear call, values can overlap the other calls;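 note: yeast W303a lacking pdr1 and pdr3 grown in galactose medium; growth measured after three days at 30 °C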
Rv3671c protease: inhibitors of M. tuberculosis serine protease Rv3671c; inhibition, % at 5.96 µM; 0.048% of 320,000 active; AID 2606; P9WHR9; in the data active = inhibition above about 38%;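 note: extracellular domain of Rv3671c used as enzyme; 0% = enzyme with DMSO and 100% = no enzyme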
DUSP3 inh: blocks human VHR1 dual specificity phosphatase | P51452 | 0.52% of 290,000 active | recombinant VHR phosphatase, pNPP absorbance | inhibition, % at 13.3 µM; in the data active = inhibition above about 50%; note: some compounds called inactive have numbers as strong as hits
Target sequence (P51452 whole entry, looked up): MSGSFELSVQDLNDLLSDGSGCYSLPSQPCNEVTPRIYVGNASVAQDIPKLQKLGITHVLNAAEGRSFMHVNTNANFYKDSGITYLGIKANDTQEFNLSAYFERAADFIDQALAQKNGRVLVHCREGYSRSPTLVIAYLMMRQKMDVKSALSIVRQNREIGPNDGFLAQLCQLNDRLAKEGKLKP
Numbers without * were called inactive; i = inactive; ? = inconclusive; / = no result given; & = joins results of further samples. Some of the compounds tested; rates above refer to the full screens.

SMILES	BH1578 lux ind	Yp Topo-I inh	PriA SSB inh	Anthrax LF inh2	MazEF act	3CLpro inhibitor	TcdB inh	PfHsp40 rescue	Rv3671c protease	DUSP3 inh
Cc1cccnc1NC(=S)Nc1ccc(Br)cc1Cl	-0.2	3	4	-6	-4	1	4.0	0.1	1	16
CC(C)NC(=O)C1(c2ccccc2)CCOCC1	8.3	0	-2	-5	-2	-4	/	1.8	-4	27
C[C@H]1[C@H]2c3nc4ccccc4n3C[C@H]1ON2C1CCCCC1	-0.4	1	-13	-14	4	-2	0.9	-0.5	3	17
CCN1C(=O)C(C)S/C1=N\S(=O)(=O)c1ccc(Cl)s1 (stereo unspecified)	-0.1	3	/	-6	10	3	/	-0.1	8	25
COc1ccc(S(=O)(=O)NCC(=O)N(CC(=O)NCc2ccco2)C2CCCC2)cc1	-0.2	2	0	0	-1	-3	0.8	0.3	-4	1
O=C(CC1Nc2cccc3cccc(c23)NC1=O)Nc1ccccc1 (stereo unspecified)	-0.2	-5	22&18	-2	2	4	/	-0.2	-43	-5
Cn1ncc(Br)c1NC(=O)CSc1ccc(Cl)cc1	-0.4	6	4	22	2	1	0.9	1.1	-3	4
O=C(NC1CCCC1)C(c1ccncc1)N(C(=O)c1csnn1)c1cccc(F)c1 (stereo unspecified)	-0.4	-4	-3	7	6	0	0.0	-1.4	4	17
O=C(COc1ccc(Cl)cc1Cl)Nn1c(=S)[nH]c2ncccc2c1=O	-0.4	2	3	0	0	-1	1.0	-0.2	-4	30
Clc1ccc(-c2nc3ccccn3c2CN2CCOCC2)cc1	0.9	-9	-6	-4	2	-2	/	-1.4	6	25
COc1cc(/C=C2\SC(=Nc3ccc(O)cc3)NC2=O)cc(OC)c1OC	/	/	-6	/	8	2	1.0	/	-1	8
O=C(Nc1ccccc1Cl)c1cc(C2CCCCN2C(=O)C2CCCCC2)on1 (stereo unspecified)	-0.6	23	/	-6	/	/	1.1	/	/	/
O=C(NCCCCCCNC(=O)c1ccccc1O)c1ccccc1O	i	-9	-5	7	0	5	-0.1	0.1	-9	6
CCOC(=O)C1=C(C)NC(=O)NC1c1ccc(OC(C)C(=O)O)c(OC)c1 (stereo unspecified)	i	9	-18	11	0	-4	2.6	-0.8	7	0
CC1(C)Cc2c(sc(NC(=O)C(=O)N3CCCC3)c2C(=O)O)CO1	i	2	6	-4	6	2	0.5	-0.7	-4	-9
NC(N)=N/N=C/c1ccccc1Cl	4.1	-3	/	3	9	0	-0.6	-0.5	-7	20
O=C(c1ccc(Cl)c(S(=O)(=O)N2CCOCC2)c1)N(Cc1ccco1)Cc1cccs1	i	31	-2	-3	0	/	-1.6	1.7	/	/
CC1CCCN(S(=O)(=O)Cc2ccc(Cl)cc2)C1 (stereo unspecified)	0.0	2	-26	-25	2	-6	-0.2	0.0	-7	16
CC(=O)C1=NN(c2ccc(Cl)cc2)C(c2ccc3c(c2)OCO3)N(C(C)=O)N1C (stereo unspecified)	-0.3	-2	-1	-2	-1	5	0.8	1.7	2	6
COc1ccccc1N1CCN(C(=O)c2cc(C(C)(C)C)oc2C)CC1	i	20	-4	/	-20	-4	1.8	0.9	2	13
CCc1ccc(OS(=O)(=O)c2cn(C)c(=O)n(C)c2=O)cc1	1.6	6	4	7	1	1	1.4	1.1	0	-7
COc1ccc(NC(=O)c2cc3ccc4c5ccccc5[nH]c4c3cc2O)cc1	-0.5	-22	-2	10	3	-1	1.6	-1.0	7	79
C#CCn1cc(C=C2C(=O)c3ccccc3C2=O)c2ccccc21	-0.2	-6	1	2	-207	0	-0.3	0.5	/	-2
Cc1ccc(-c2nnc(COC(=O)c3cccs3)o2)cc1	i	16	-18	2	7	-2	3.1	-0.2	-3	4
CCCCn1c(-c2csc3c2CCCC3)n[nH]c1=S	/	/	-7	/	-1	4	/	/	-12	27
Cc1ccnc(-n2sc3ccccc3c2=O)n1	i	-5	5	1	-9	-5	/	0.4	-14	16
CCOC(=O)C1CCCN(C2CC(=O)N(c3ccc(C)c(C)c3)C2=O)C1 (stereo unspecified)	-0.3	-9	-10	0	4	2	/	6.8	-11	-14
N#CC1(P(=O)(c2ccccc2)c2ccccc2)CC1	i	1	-15	6	8	1	/	-0.3	11	21
Cc1sc(NC(=O)CN2CCOCC2)c(C(=O)c2ccccc2)c1C	-3.1	0	24	-2	-6	6	/	0.1	2	45
CN(C)S(=O)(=O)c1cccc(NC(=O)CSc2nc3ccccc3[nH]2)c1	-0.1	8	-4	1	0	4	0.1	-1.2	1	33
CC(=O)N1CC(=O)N(Cc2ccccc2)/C(=C/c2ccccc2)C1=O	-0.6	13	5	-2	2	-2	1.1	-1.2	3	19
CCOc1cc(C2Nc3ccccc3C(=O)N2c2ccccc2OC)ccc1O (stereo unspecified)	i	6	1	0	-4	8	/	-1.5	-1	32
CC(C)OCCCNC(=S)N1CCC(C(=O)c2ccc3c(c2)OCCO3)CC1	0.9	5	-3	6	5	1	2.9	1.8	-11	-5
CCn1nc(C(=O)NCc2ccco2)c(Cl)c1Cl	-0.7	11	-13	0	-3	-5	1.5	-0.7	-2	-1
O=[N+]([O-])c1cc(Oc2cccnc2)cc([N+](=O)[O-])c1	-0.1	3	10	-3	-6	4	0.0	0.3	-6	-5
COc1cccc(CN(C)C(=O)Cc2ccc(OC)c(S(=O)(=O)N3CCOCC3)c2)c1	i	1	-2	6	3	/	0.0	-0.1	1	/
CCc1ccc(CN(C)C(=O)c2cc(COc3ccc(OC)cc3Cl)on2)nc1	-0.6	40	-9	2	-5	-2	-1.9	2.3	3	32
CN(C(=O)CSc1nnc(CNC(=O)c2ccccc2)o1)c1ccccc1	i	5	-7	18	-2	-2	-2.6	-0.6	2	30
CC(C)(C)C(=O)COC(=O)C1=NN(c2ccccc2)C(=O)CC1	0.6	7	7	3	5	4	-0.1	0.0	-1	/
COc1cc(N=Nc2c(C)n(C)n(-c3ccccc3)c2=O)ccc1N	i	2	-5	-4	1	-3	14*	0.2	10	11

Part of the list above, as labelled records.
CCOc1cc(C2Nc3ccccc3C(=O)N2c2ccccc2OC)ccc1O (stereo unspecified)
  BH1578 lux ind: i	Yp Topo-I inh: 6	PriA SSB inh: 1	Anthrax LF inh2: 0	MazEF act: -4	3CLpro inhibitor: 8	TcdB inh: /	PfHsp40 rescue: -1.5	Rv3671c protease: -1	DUSP3 inh: 32

CC(C)OCCCNC(=S)N1CCC(C(=O)c2ccc3c(c2)OCCO3)CC1
  BH1578 lux ind: 0.9	Yp Topo-I inh: 5	PriA SSB inh: -3	Anthrax LF inh2: 6	MazEF act: 5	3CLpro inhibitor: 1	TcdB inh: 2.9	PfHsp40 rescue: 1.8	Rv3671c protease: -11	DUSP3 inh: -5

CCn1nc(C(=O)NCc2ccco2)c(Cl)c1Cl
  BH1578 lux ind: -0.7	Yp Topo-I inh: 11	PriA SSB inh: -13	Anthrax LF inh2: 0	MazEF act: -3	3CLpro inhibitor: -5	TcdB inh: 1.5	PfHsp40 rescue: -0.7	Rv3671c protease: -2	DUSP3 inh: -1

(further entries)
SMILES	BH1578 lux ind	Yp Topo-I inh	PriA SSB inh	Anthrax LF inh2	MazEF act	3CLpro inhibitor	TcdB inh	PfHsp40 rescue	Rv3671c protease	DUSP3 inh
O=c1c2ccccc2cnn1Cc1ccc(Br)cc1F	-0.4	5	-2	5	-2	0	-0.8	0.7	2	-19
C[C@@H](C(=O)Nc1ccc2c(c1)OCO2)n1c(=O)[nH]c2ccccc2c1=O	i	-7	11	-3	-1	4	0.2	0.8	2	7
CC1=C(C(=O)OC(C)C)C(c2cccnc2)C2=C(CC(C)(C)CC2=O)N1 (stereo unspecified)	-24	-8	6	-2	0	2	/	0.5	-8	27
C/C(CC(=O)Nc1c(C)cc(C)cc1C)=N\NC(=O)c1cnccn1	1.0	5	/	0	-1	-2	/	-0.7	-5	-2
COCCCNC(=O)c1ccc(Cn2c(=O)[nH]c3ccccc3c2=O)cc1	-0.1	7	-4	2	9	6	-0.2	0.3	-8	-4
CN(C)CCNc1nc2c(c(=O)[nH]c(=O)n2C)n1CC(O)COc1ccc(Cl)cc1Cl (stereo unspecified)	i	7	-18	/	5	1	/	-0.5	-1	1
Cc1cc(OCC(=O)Nc2nnc(C3CC3)s2)ccc1C(C)C	i	2	-1	-4	-10	/	-0.3	0.1	-8	/
c1coc(CNc2nc(N3CCCCC3)nc3ccccc23)c1	-11	13	-6	-3	7	0	/	0.2	7	6
CC1=C(C(=O)N(C)C)CC(CC(=O)NCc2cccc3ccccc23)C(=O)N1CCC1=CCCCC1 (stereo unspecified)	-0.4	25	/	2	5	/	1.5	/	/	/
O=C(NCc1cccs1)C1CCN(S(=O)(=O)c2ccc3c(c2)OCCO3)CC1	-1.8	4	-7	-1	10	-4	/	1.5	-4	37
C=CCn1nnnc1SCC(=O)Nc1ccccc1C(=O)OC	-2.2	4	-1	-5	7	-4	/	0.7	-4	26
CC(O)(c1ccc(F)c(F)c1)c1nc(-c2cccc(C(F)(F)F)c2)cs1 (stereo unspecified)	-0.6	-4	/	-1	/	/	1.3	/	/	/
Cc1ccc(NC(=O)C2CCCCC2C(=O)O)cc1Cl (stereo unspecified)	i	-3	5	-10	-17	5	-0.2	-0.3	4	9
O=C(c1cc(Br)c(Br)s1)N1CCOCC1	i	-6	0	1	1	/	0.1	-0.3	6	/
Cc1ccc(S(=O)(=O)N2[C@@H](c3cccc(Cl)c3)C(C(=O)O)=CC[C@H]2c2ccc(C(C)C)cc2)cc1	i	18	-3	-3	5	/	0.1	?	-12	/
Cc1cccc(NC(=O)Cn2nnc3sc4c(c3c2=O)CC(C)(C)OC4)c1	-0.4	-8	5	?	3	-1	1.8	/	2	13
CC(=Nc1ccccc1N)c1c(O)n(C)c(=O)n(C)c1=O	i	3	-7	4	-7	-2	0.6	-0.6	-2	1
C/C(=N\NC(=O)c1ccc2ccccc2c1)c1cccs1	-2.5	16	/	-1	-2	-3	-0.1	-0.5	/	11
O=C(Nc1cc2c(cc1Cl)-c1ccc([N+](=O)[O-])cc1C2=NO)C(F)(F)F	i	-27	0	1	14	/	/	0.0	/	/
CC1=C(C(N)=O)C(c2ccc(Cl)cc2)NC(=O)N1 (stereo unspecified)	/	-10	-14	-3	1	4	/	-1.3	1	/

Whole records, quoted from the list. Order of screens: BH1578 lux ind, Yp Topo-I inh, PriA SSB inh, Anthrax LF inh2, MazEF act, 3CLpro inhibitor, TcdB inh, PfHsp40 rescue, Rv3671c protease, DUSP3 inh
CCn1nc(C(=O)NCc2ccco2)c(Cl)c1Cl across the screens: -0.7, 11, -13, 0, -3, -5, 1.5, -0.7, -2, -1
O=C(NC1CCCC1)C(c1ccncc1)N(C(=O)c1csnn1)c1cccc(F)c1 (stereo unspecified) across the screens: -0.4, -4, -3, 7, 6, 0, 0.0, -1.4, 4, 17
C/C(=N\NC(=O)c1ccc2ccccc2c1)c1cccs1 across the screens: -2.5, 16, /, -1, -2, -3, -0.1, -0.5, /, 11

Screening data from PubChem BioAssay.
